# GPR151 ag: human GPR151 activation. activation, % at 11.2 µM. Q8TDV0. PathHunter beta-arrestin GPR151 cells, luminescence. 1% of 650,000 active; in the data active = activation above about 4.9%;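 note: 0% = median of compound wells and 100% = cells with positive control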
# Target sequence (Q8TDV0 whole entry, looked up): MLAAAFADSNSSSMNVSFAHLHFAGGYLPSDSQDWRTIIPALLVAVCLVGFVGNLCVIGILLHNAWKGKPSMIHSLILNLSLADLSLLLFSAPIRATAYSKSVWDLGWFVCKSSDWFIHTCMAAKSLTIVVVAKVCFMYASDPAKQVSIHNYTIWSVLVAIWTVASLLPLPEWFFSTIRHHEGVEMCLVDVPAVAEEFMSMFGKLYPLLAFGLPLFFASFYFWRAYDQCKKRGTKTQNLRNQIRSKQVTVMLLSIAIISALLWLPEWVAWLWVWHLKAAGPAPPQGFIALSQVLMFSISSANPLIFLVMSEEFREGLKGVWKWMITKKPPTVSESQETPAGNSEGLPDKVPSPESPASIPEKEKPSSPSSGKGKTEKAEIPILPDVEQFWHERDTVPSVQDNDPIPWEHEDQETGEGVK
# FBW7 act: activators of human E3 ligase FBW7. Q969H0. AlphaScreen FBW7–phospho-cyclin E peptide binding, activator screen. normalized activity (activation), % at 26.1 µM. 0.13% of 650,000 active. AID 1259310; in the data active = normalized activity above about 1.9%;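 note: purified mutant Fbw7 with reduced substrate affinity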
# Target sequence (Q969H0 whole entry, looked up): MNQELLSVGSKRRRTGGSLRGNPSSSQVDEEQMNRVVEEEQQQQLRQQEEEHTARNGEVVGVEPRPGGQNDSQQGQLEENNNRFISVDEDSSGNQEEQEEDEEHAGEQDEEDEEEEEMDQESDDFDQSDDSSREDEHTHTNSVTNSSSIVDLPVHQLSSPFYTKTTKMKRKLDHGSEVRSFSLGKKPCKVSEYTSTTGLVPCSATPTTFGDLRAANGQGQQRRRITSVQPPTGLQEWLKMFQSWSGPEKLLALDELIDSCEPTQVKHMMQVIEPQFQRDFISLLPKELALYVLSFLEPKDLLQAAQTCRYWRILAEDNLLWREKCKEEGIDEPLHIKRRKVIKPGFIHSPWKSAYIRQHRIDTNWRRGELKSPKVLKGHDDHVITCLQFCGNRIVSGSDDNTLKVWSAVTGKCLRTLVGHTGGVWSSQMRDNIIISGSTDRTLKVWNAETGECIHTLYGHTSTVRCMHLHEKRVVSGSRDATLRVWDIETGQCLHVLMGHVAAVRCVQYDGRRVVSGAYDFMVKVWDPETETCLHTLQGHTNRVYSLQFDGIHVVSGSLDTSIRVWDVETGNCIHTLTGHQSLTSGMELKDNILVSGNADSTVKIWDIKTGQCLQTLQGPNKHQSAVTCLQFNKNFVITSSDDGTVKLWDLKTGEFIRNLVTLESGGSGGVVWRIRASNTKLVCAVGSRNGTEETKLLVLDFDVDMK
# TEAD-YAP block: TEAD-YAP interaction inhibition; HEK-TIYL cells, TEAD-Gal4/YAP UAS-luciferase luminescence; inhibition, % at 9.12 µM; 1.4% of 640,000 active; AID 1259422; in the data active = inhibition above about 32%;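 note: 0% = median of test compound wells and 100% = reference inhibitor wells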
# MITF inh: inhibitors of human MITF; AID 1259374; inhibition, % at 2.6 µM; 0.91% of 650,000 active; O75030; AlphaScreen MITF homodimerization, bead proximity signal; in the data active = inhibition above about 50%;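 note: 0% = vehicle wells with protein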
# Active calls of the source: *.
# Results follow in this order: GPR151 ag	FBW7 act	TEAD-YAP block	MITF inh
CC(C)CN(Cc1c(O)ccc2c(=O)c(-c3ccc(Cl)cc3)coc12)CC(C)C
    -0.2	-0.5	-8	6
CCOc1cccc2cc(C(=O)Nc3ccccc3)c(=Nc3ccc(C(=O)O)cc3)oc12
    0.4	-0.2	2	0
COC(=O)C1(NC(=O)NC23CC4CC(CC(C4)C2)C3)CCCCC1
    2.3	0.2	2	5
Cc1cc2cc(CNC(=O)C3CC3)ccc2[nH]1
    0.3	0.0	-6	13
Cc1cc(=O)oc2ccc(OCC(=O)N3CCC(C)CC3)cc12
    1.6	0.1	-11	2
COc1ccc(C(=O)OCC(N)=O)cc1[N+](=O)[O-]
    -1.0	-0.2	-6	-7
Cc1ccc(-c2noc(=O)n2CC(=O)N(C)C)cc1
    3.8	0.1	9	1
O=C(NCc1ccco1)c1cc(-c2ccco2)on1
    -0.6	-0.1	-45	6
Cc1onc(-c2ccccc2)c1C1=N/C(=C\c2coc3ccc(Cl)cc3c2=O)C(=O)O1
    -1.6	0.0	-11	-7
Cc1ccccc1OCCCCCNCCO
    -0.4	0.1	-7	7
Cc1cccc(C(=O)Nc2ccc(Cl)cn2)c1
    -6.6	0.1	-42	14
CC(=O)c1ccc(N2CCN(C(=O)Cc3csc(-n4cccc4)n3)CC2)cc1
    -1.3	-0.1	2	1
O=C1C(=O)N(c2ccccc2)C(c2ccccc2)/C1=C(/O)c1ccc(Br)cc1 (stereo not given)
    2.7	0.0	2	-3
O=[N+]([O-])c1ccc(-n2nnnc2-c2ccccc2)cc1
    -1.5	0.2	2	19
c1ccc(Nc2nc(Nc3ccc(N4CCOCC4)cc3)c3ncn(-c4ccsc4)c3n2)nc1
    1.4	0.0	37*	2

# Additional entries
# Results follow in this order: GPR151 ag	FBW7 act	TEAD-YAP block	MITF inh
CCCCOc1ccc(C2NC(=S)NC(C)=C2C(=O)OC)cc1OC (stereo not given)
    1.3	-0.1	-11	-2
CCOc1ccc(NC(=O)CSc2nc3cc4c(cc3c(=O)n2CCCC(=O)NCc2ccc(OC)cc2)OCO4)cc1
    0.4	-0.1	0	-4
O=C(CNc1cccc(Br)c1)N/N=C/c1cccc([N+](=O)[O-])c1
    0.3	-0.1	-4	-2
Oc1ccccc1CN1CCCC(O)C1 (stereo not given)
    0.4	0.0	-5	-10
CCOc1ccc(C(=O)Nc2cc(C)nn2-c2nc(C)cc(=O)[nH]2)cc1OCC
    0.9	0.3	10	1
COc1ccc(Nc2c([N+](=O)[O-])cncc2[N+](=O)[O-])cc1
    0.5	-0.2	13	-2
Cc1c(Cl)cccc1NC(=O)NCCCN(C)C
    -1.9	-0.1	-13	0
COc1ccc(CN2CCN(Cc3ccc(F)c(F)c3)CC2CCO)cc1C (stereo not given)
    0.4	-0.1	11	8
CCc1cc2c(=O)n(-c3ccc(C)cc3)cnc2s1
    1.7	0.1	-65	6
Nc1ncc(Br)cc1S(=O)(=O)Nc1cccc(F)c1
    -0.1	-0.1	8	4
O=C(NC(=S)NCc1ccc(F)cc1)c1ccccc1
    -1.6	0.7	-8	23
COc1cc(C2C(C(=O)N3CCCCC3)=C(C)NC3=C2C(=O)CC(C)(C)C3)cc(Cl)c1O (stereo not given)
    0.4	0.7	-4	3
Cn1c2ccccc2c2nnc(SCC(=O)Nc3ncc([N+](=O)[O-])s3)nc21
    0.0	-0.1	-3	-9
CC[C@@H](Cn1nc(-c2cccs2)ccc1=O)NC(=O)CCn1c(=O)oc2ccccc21
    0.0	-0.2	4	-2
CCOc1ccccc1CN1CCN(Cc2ccccc2Cl)CC1CCO (stereo not given)
    -2.8	0.3	-1	10

# Other entries follow.
# Results follow in this order: GPR151 ag	FBW7 act	TEAD-YAP block	MITF inh
CCCCNC(=O)C1CC(=O)N(C2CCCC2)C1 (stereo not given)
    0.9	-0.1	-2	37
Cc1cc(=O)c2ccccc2n1Cc1ccccc1
    1.2	-0.1	3	-12
O=[N+]([O-])c1ccccc1S(=O)(=O)NCc1ccc(Cl)cc1Cl
    0.7	-0.1	-12	9
COc1ccc(N2C(=O)/C(=C/c3ccc(OCC(=O)O)cc3)NC2=S)cc1
    0.1	0.0	1	0
Cc1ccc(C)c(N2CCN(S(=O)(=O)c3cccc4nonc34)CC2)c1
    -1.2	-0.1	2	13
COc1ccc2c(c1)C1C=CCC1C(c1ccc(Cl)cc1Cl)N2 (stereo not given)
    0.1	-0.1	11	4
Cc1ccc(C(=O)Nc2cc(=O)n(C)c(=O)n2C)cc1
    2.6	0.0	13	9
CC(C)N(Cc1cccs1)C(=O)[C@H]1[C@@H]2C[C@@H]3[C@H]1C(=O)O[C@@H]3C2
    0.5	-0.1	1	-1
Cc1ccc(NC2=CC(c3ccc(F)cc3)N(c3ccc(C)cc3)C2=O)cc1 (stereo not given)
    1.8	0.1	-8	-12
COc1ccc(C)cc1NC(=O)COC(=O)CSc1nnc(N)s1
    -1.6	0.0	8	-1
CCOC(=O)CNC(=S)N(Cc1ccccc1F)C1CCCCC1
    0.1	0.1	-10	26
c1cncc(CSc2nnc(-c3c[nH]c4ccccc34)o2)c1
    0.0	0.0	-43	-8
Cc1nc2ccc([N+](=O)[O-])cc2c(=O)n1Cc1ccc(-c2cccc([N+](=O)[O-])c2)cc1
    1.4	0.0	11	5
CSc1cccc(CN2CCN(Cc3cccs3)C(CCO)C2)c1 (stereo not given)
    -0.2	0.0	-11	6
O=C(c1ccc(Cl)cc1)N1CCN(c2ccc([N+](=O)[O-])c3ncccc23)CC1
    -0.8	-0.2	1	2

# Remaining list, next part:
# Results follow in this order: GPR151 ag	FBW7 act	TEAD-YAP block	MITF inh
Cc1cc(Br)ccc1NC(=O)c1ccccn1
    -0.6	0.6	-37	9
CC(C)N(CCNC(=O)c1csc(Nc2ccc(N3CCOCC3)cc2)n1)C(C)C
    -0.6	-0.2	6	1
COc1cc2c(cc1OC)C(Cc1ccc(OCCC#N)cc1)N(C)CC2 (stereo not given)
    -0.2	-0.1	2	-2
CCCC(C)NS(=O)(=O)c1ccc([N+](=O)[O-])cc1 (stereo not given)
    0.1	0.1	-7	14
CCOc1ccccc1CN1CCC(C(=O)N2CCCC2)CC1
    1.6	-0.1	10	28
Cc1c(-c2ccccc2)n[nH]c1C(=O)N/N=C/c1ccncc1
    0.3	-0.1	-36	-7
c1csc(-c2cnc(N3CCCC3)nc2)c1
    -2.3	0.0	-56	-1
Cc1ccc(N(CCCN2C(=O)c3cccc4cccc(c34)C2=O)C(=O)c2cccs2)c(C)c1
    -0.2	-0.1	-1	2
O=S(=O)(c1ccc(Cl)s1)N1CCN(c2ccc(Cl)c(Cl)c2)CC1
    1.1	0.0	-6	-4
O=C(Nc1ccc(Cl)c(-c2nc3c(ccc4ccccc43)o2)c1)c1cccnc1
    -1.2	0.2	-5	-7
COCCNC(=O)CCc1ccc(S(=O)(=O)Nc2ccc(C)cc2)cc1
    -0.7	0.1	0	-5
CCOc1ccc(C(=O)Nc2cccc(C)n2)cc1Cl
    -7.1	0.6	-44	8
COc1ccccc1OCC(O)CN1CCN(C(=O)c2ccccc2)CC1 (stereo not given)
    0.0	0.3	0	-3
COc1cc(OC)cc(C(=O)Nc2ccc(OC(C)C)cc2)c1
    -9.0	0.2	2	1
CCC(Sc1nc(-c2ccc(OC)cc2)nc2c1c(=O)n(C)c(=O)n2C)C(=O)OC (stereo not given)
    0.2	-0.1	-9	0

# Other entries follow:
# Results follow in this order: GPR151 ag	FBW7 act	TEAD-YAP block	MITF inh
Cc1cccc(-n2nnnc2CN2CCCC2)c1
    0.1	0.0	-5	-1
Cc1ccc(-c2ncn(-c3ccc(Nc4nccc(-c5cc(N6CCOCC6)cc(S(C)(=O)=O)c5)n4)cc3)n2)cn1
    -0.5	-0.1	15	-16
CN1CCN(S(=O)(=O)c2cc(Br)cc3c2N(C(=O)C2CC2)CC3)CC1
    -1.1	-0.2	6	4
CCN(CC)c1ccc2cc(-c3nc(-c4ccc(Cc5ccccc5)cc4)cs3)c(=O)oc2c1
    0.8	0.1	7	9
N#Cc1c(NC(=O)COc2ccccc2[N+](=O)[O-])sc2c1CCC2
    2.4	0.2	-8	0
O=C(OCC(=O)N1CCCCCC1)c1ccc(I)cc1
    0.7	-0.1	-2	-5
CC[C@H](C)[C@@H]1NC(=O)[C@H]2CN(Cc3nc(-c4ccccc4)cs3)CCN2C1=O
    -0.2	-0.1	5	17
Cc1cc2c(cc3c(=O)n(CC(=O)NCc4ccc(F)cc4)ncn32)s1
    -0.4	0.1	4	3
CC(=O)N1CCC(N(CCC(C)C)C(=O)Nc2ccccc2)CC1
    2.0	0.1	-8	-2
O=C(N/N=C/c1ccccc1O)c1ccc(NC(=O)c2ccc(F)cc2)cc1
    1.8	0.0	2	13
O=C(N/N=C1\C2CN3CCN(C2)CC1(c1ccccc1)C3)c1ccncc1
    -0.8	0.5	-2	8
CC(C)(C)c1ccc(C(=O)OCC(=O)Nc2ccc(C#N)cc2)cc1
    -0.3	0.3	14	17
CCSc1nc2ccc(NC(=O)CSc3nnc(C)s3)cc2s1
    -0.5	-0.1	-28	9
CC(=O)Nc1ccc(Nc2nc(Nc3ccncc3)nc3c2ncn3C2CCCCC2)cc1
    1.2	0.0	11	5
O=C(NCC(c1cccs1)N1CCc2ccccc2C1)c1ccco1 (stereo not given)
    -1.0	0.0	1	2

# The closing two entries of the section above are carried over, then new ones follow.
# Results follow in this order: GPR151 ag	FBW7 act	TEAD-YAP block	MITF inh
CC(=O)Nc1ccc(Nc2nc(Nc3ccncc3)nc3c2ncn3C2CCCCC2)cc1
    1.2	0.0	11	5
O=C(NCC(c1cccs1)N1CCc2ccccc2C1)c1ccco1 (stereo not given)
    -1.0	0.0	1	2
C#CCN(C)C(=O)c1c(C(F)(F)F)nc2ccccn12
    0.4	0.2	12	3
CC(=O)c1c(C)[nH]c(C(=O)COC(=O)CCCOc2ccccc2)c1C
    1.5	-0.2	-6	3
COC1=C(Cc2ccccc2)C(=O)OC2C=CC=CC12 (stereo not given)
    0.3	0.9	-13	11
NC(=O)c1ccccc1NC(=S)NC(=O)COc1ccccc1Cl
    0.1	0.1	-7	13
CC(C)(CN=C1NS(=O)(=O)c2ccccc21)CNC(=O)c1cccs1
    -0.7	0.4	2	18
Cc1cccc(NC(=O)c2cc(-c3ccccn3)nc3ccccc23)n1
    2.9	-0.1	-7	9
O=C(CSc1ncccn1)Nc1cc(C(F)(F)F)cc(C(F)(F)F)c1
    1.8	0.0	-3	1
COCCn1c(NN)nc2ccsc2c1=O
    0.0	-0.2	-3	0
CCN(CC)CCC(O)(CC)c1ccccc1 (stereo not given)
    -0.1	-0.2	-6	-4
NNC(=O)c1ccc(Cn2cc(Br)cn2)o1
    -0.9	0.0	-41	6
CCOC(=O)c1c[nH]c2ccc(OCC)cc2c1=O
    -0.8	-0.2	0	3
C=CCSc1nc(N)c(C#N)c(CC)c1C#N
    1.3	0.0	-20	-1
O=C(NCc1cccnc1)c1cnc(Nc2ccc(C(F)(F)F)cc2)s1
    -0.3	0.4	9	11
COCCN1C=C(C(=O)OC)C(c2ccccc2C(F)(F)F)C(C(=O)OC)=C1
    0.6	0.6	12	-2
Cc1cc(C)nc(NC2=NCC(=O)N2c2ccccc2C)n1
    -0.6	0.5	19	13

# Additional records:
# Results follow in this order: GPR151 ag	FBW7 act	TEAD-YAP block	MITF inh
COc1cccc(NC(=O)Cn2c(=O)n(-c3ccc(C)c(F)c3)c(=O)c3sccc32)c1
    -0.3	0.0	1	5
CCOc1cc(/C=C2/C(=O)NN(c3ccc(C)c(Cl)c3)C2=O)ccc1OC(C)=O
    1.8	0.1	18	10
Cc1ccc(Cn2c(Oc3ccc(F)cc3)nc3c2c(=O)n(C)c(=O)n3C)cc1
    1.4	-0.1	-4	-1
CC(=O)Nc1ccc(S(=O)(=O)N2CCN(c3c(C)cccc3C)CC2)cc1
    4.3	0.0	-2	8
CCOc1cc(C2C(C(=O)OC(C)C)=C(C)NC3=C2C(=O)CCC3)ccc1O (stereo not given)
    -0.3	-0.1	9	4
COc1ccc(Br)c(C(=O)N/C(=C/c2cccc([N+](=O)[O-])c2)C(=O)Nc2cccc(C)c2)c1
    0.7	-0.1	0	1
NC(=O)CN1CCC(c2nc3ccccc3[nH]2)CC1
    -0.5	0.2	-13	3
COc1ccc(NC(=O)CN(c2cc(C(F)(F)F)ccc2Cl)S(=O)(=O)c2ccccc2)cc1
    2.7	0.5	56*	1
COC(=O)C1(C(O)C(=O)c2ccc(C)cc2C)CCCCC1 (stereo not given)
    0.3	-0.1	-5	-7

# By substructure, the compounds so far with a nitro group on carbon (eleven)
# Results follow in this order: GPR151 ag	FBW7 act	TEAD-YAP block	MITF inh
COc1ccc(C(=O)OCC(N)=O)cc1[N+](=O)[O-]
    -1.0	-0.2	-6	-7
O=[N+]([O-])c1ccc(-n2nnnc2-c2ccccc2)cc1
    -1.5	0.2	2	19
O=C(CNc1cccc(Br)c1)N/N=C/c1cccc([N+](=O)[O-])c1
    0.3	-0.1	-4	-2
COc1ccc(Nc2c([N+](=O)[O-])cncc2[N+](=O)[O-])cc1
    0.5	-0.2	13	-2
Cn1c2ccccc2c2nnc(SCC(=O)Nc3ncc([N+](=O)[O-])s3)nc21
    0.0	-0.1	-3	-9
O=[N+]([O-])c1ccccc1S(=O)(=O)NCc1ccc(Cl)cc1Cl
    0.7	-0.1	-12	9
Cc1nc2ccc([N+](=O)[O-])cc2c(=O)n1Cc1ccc(-c2cccc([N+](=O)[O-])c2)cc1
    1.4	0.0	11	5
O=C(c1ccc(Cl)cc1)N1CCN(c2ccc([N+](=O)[O-])c3ncccc23)CC1
    -0.8	-0.2	1	2
CCCC(C)NS(=O)(=O)c1ccc([N+](=O)[O-])cc1 (stereo not given)
    0.1	0.1	-7	14
N#Cc1c(NC(=O)COc2ccccc2[N+](=O)[O-])sc2c1CCC2
    2.4	0.2	-8	0
COc1ccc(Br)c(C(=O)N/C(=C/c2cccc([N+](=O)[O-])c2)C(=O)Nc2cccc(C)c2)c1
    0.7	-0.1	0	1
